# OX1R antag-1 = antagonists of human orexin 1 receptor; AID 434989; inhibition, % at 5 µM; 330,000 tested, 0.43% active; CHO/OX1R cells, Fluo-8 calcium fluorescence, orexin A;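 active = inhibition above its plate's threshold, mean inhibition of all tested compounds on the plate plus 3 SD, cut at about 37% in these data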;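 note: 0% = orexin A challenge wells and 100% = SB-334867-A antagonist wells; not every result past the cut was called active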
# Target sequence (O43613 whole entry, looked up): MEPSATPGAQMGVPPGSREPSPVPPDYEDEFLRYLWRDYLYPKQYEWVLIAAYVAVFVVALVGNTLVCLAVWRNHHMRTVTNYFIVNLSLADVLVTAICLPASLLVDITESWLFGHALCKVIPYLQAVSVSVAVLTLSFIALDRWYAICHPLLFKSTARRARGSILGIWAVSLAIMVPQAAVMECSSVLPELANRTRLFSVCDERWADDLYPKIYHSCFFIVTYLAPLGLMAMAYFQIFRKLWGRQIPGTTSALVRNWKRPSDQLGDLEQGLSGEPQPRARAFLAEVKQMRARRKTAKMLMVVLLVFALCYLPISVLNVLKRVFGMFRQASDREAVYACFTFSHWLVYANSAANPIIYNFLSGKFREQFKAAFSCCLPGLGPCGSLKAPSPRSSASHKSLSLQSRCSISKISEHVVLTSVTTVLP
# STK33 kinase inh = blocks human STK33 kinase activity; Q9BYT3; purified STK33, MBP phosphorylation, ADP-Glo luminescence; inhibition, % at 10 µM; 320,000 tested, 0.073% active; AID 2661;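 active = inhibition at or above 25%, using the most active replicate where run in duplicate; inactive = inhibition below 25%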
# Target sequence (Q9BYT3 whole entry, looked up): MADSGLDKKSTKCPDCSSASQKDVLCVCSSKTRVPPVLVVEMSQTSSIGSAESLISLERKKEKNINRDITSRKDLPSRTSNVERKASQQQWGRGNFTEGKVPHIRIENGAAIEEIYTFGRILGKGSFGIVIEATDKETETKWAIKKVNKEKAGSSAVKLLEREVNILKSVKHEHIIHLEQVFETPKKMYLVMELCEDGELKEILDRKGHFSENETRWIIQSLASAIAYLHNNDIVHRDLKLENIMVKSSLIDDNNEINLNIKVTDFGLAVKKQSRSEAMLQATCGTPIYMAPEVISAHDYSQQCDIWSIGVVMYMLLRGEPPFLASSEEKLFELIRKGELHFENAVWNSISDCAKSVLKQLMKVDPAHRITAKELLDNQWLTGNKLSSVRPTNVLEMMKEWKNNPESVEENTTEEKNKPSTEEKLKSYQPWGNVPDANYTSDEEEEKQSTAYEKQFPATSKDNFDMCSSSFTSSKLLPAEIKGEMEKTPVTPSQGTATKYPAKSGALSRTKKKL
# OX1R antag-2 = blocks the human orexin 1 receptor; 330,000 tested, 1.8% active; inhibition, % at 6.6 µM; OX1R-expressing cells, FRET antagonist read-out; AID 485270; O43613; in the data active = inhibition mostly above about 38%, no sharp cut-off; inactive = mostly below about 40%;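 note: 0% = agonist challenge alone and 100% = reference antagonist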
# An asterisk follows results filed as active; x = no result given; & = joins results of further samples.
# Start of the listing, in advance:
OX1R antag-2	OX1R antag-1	STK33 kinase inh	SMILES
10	-21	-1.5	COC(=O)c1[nH]c2ccc(Cl)cc2c1NC(=O)C1CC1
10	-38	0.3	CC1=C(C(=O)OCCOC(C)C)C(c2cc3c(cc2Br)OCO3)CC(=O)N1 (stereo not given)

# Results (from the top)
OX1R antag-2	OX1R antag-1	STK33 kinase inh	SMILES
10	-21	-1.5	COC(=O)c1[nH]c2ccc(Cl)cc2c1NC(=O)C1CC1
10	-38	0.3	CC1=C(C(=O)OCCOC(C)C)C(c2cc3c(cc2Br)OCO3)CC(=O)N1 (stereo not given)
4	-3	1.2	O=c1oc2ccccc2cc1-c1nnc(-c2cccc(Br)c2)o1
6	-43	-2.1	COc1ccc(Br)cc1CNC(=O)C1CCN(c2nnc(N3CCCC3=O)s2)CC1
7	-2	0.5	COc1ccc2c(c1)sc1nc(=O)ccn12
9	-14	-0.9	CCOc1cc(/C=C(\C#N)C(N)=O)ccc1OCc1c(C)no[n+]1[O-]
0	-5	-0.4	CCOC(=O)CSc1nc(C)c2ccccc2n1
0	2	-0.5	COC(=O)c1ccc(CS(=O)(=O)c2ccccc2C)o1
8	-12	-1.0	CC(C)c1ccc(/C=C/C(=O)CCC(=O)O)cc1
27	-3	-1.7	CCC(C)(C)NC(=O)C1CCCN1C(=O)NC1CCCCC1 (stereo not given)
12	-22	0.6	CCn1nnnc1SCC(=O)Nc1cccc(C)n1
18	-21	-1.0	C=CCN(C(=O)COc1ccccc1)c1nnc(-c2ccncc2)s1
29	-34	-1.4	COc1ccccc1NC(=O)c1cc(Cl)ccc1NC(=O)c1ccco1
-2	-14	-4.9	CCOC(=O)C(=CNc1cc(C)ccc1[N+](=O)[O-])C(=O)OCC
23	3	-0.5	COc1cccc(C2C3CN(C)CC=C3C(C#N)=C(N)C2(C#N)C#N)c1OC (stereo not given)
29	-34	0.0	CC(C)CN(CCCNC(=O)CN1C(=O)CSc2ccc(S(=O)(=O)N3CCOCC3)cc21)CC(C)C
2	-7	-1.4	O=C(O)CSCC(=O)NCc1c(Cl)cccc1Oc1ccccc1
0	-24	0.0	COc1cc(C(=O)NCCNc2nc3c(C)c(C)ccc3cc2C#N)cc(OC)c1OC
9	-30	0.8	Cn1c(=O)c2c(nc(N3CCCCCC3)n2Cc2cccc3ccccc23)n(C)c1=O
12	1	-0.1	Cc1ccc(-c2cc(C(=O)N/N=C/c3cccnc3)c3ccccc3n2)cc1C
22	-23	-0.5	COc1ccccc1N1CCN(C(=O)c2ccc(S(=O)(=O)N3CCCC3)cc2)CC1
-1	-10	-1.6	COc1ccc(C(=O)Nc2ccnn2C2CCN(C(=O)c3cc(C)on3)CC2)cc1
27	-13	-0.4	COc1cc(/C=N/NS(=O)(=O)c2ccc(C)cc2)ccc1OCc1cccc(C(=O)O)c1
5	-15	0.5	COc1ccc(/C=N\NC(=O)COc2ccc(Cl)cc2Cl)c(C(=O)O)c1OC
3	-16	x	CN(C(=O)CSc1nc2ccccc2c(=O)n1-c1ccc(F)cc1)C1CCS(=O)(=O)C1 (stereo not given)
44	-22	6.5	O=C(NNC(=O)c1cc2cc(Br)ccc2oc1=O)c1ccc(O)cc1O
12	-21	-0.4	COc1ccc(Cn2c(SC)nc3ccccc32)cc1[N+](=O)[O-]
5	-15	-0.7	[O-]/[N+](=C\c1ccncc1)c1ccccc1
17	-15	-2.8	COc1ccc(N2CCN(S(=O)(=O)c3ccc4c(c3)NC(=O)CC(=O)N4)CC2)cc1
15	-1	-1.2	COc1ccc(S(=O)(=O)N2CCN(S(=O)(=O)c3ccc4c(c3)OCCO4)CC2)cc1
22	-8	0.0	Cc1cc(C)n(-c2nc(NC(C)(C)C)nc(NC(C)(C)C)n2)n1
1	2	-1.7	CC(Oc1ccccc1[N+](=O)[O-])C(=O)N/N=C/c1ccoc1 (stereo not given)
10	0	-0.7	COc1ccccc1-c1cc(C(F)(F)F)nc(S(=O)(=O)CCCC(=O)Nc2cc(C)on2)n1
13	-19	1.3	COCCn1c(SCC(=O)Nc2ccccc2)nnc1-c1ccoc1C
18	-14	-1.2	COc1cccc(OCCNc2cc(N3CCCCC3)ccc2[N+](=O)[O-])c1
8	-3	0.0	O=C(O)c1ccc(Cl)cc1NC(=O)C1CCCO1 (stereo not given)
-2	-16	5.3	CC(=O)Nc1ccc(S(=O)(=O)N2CCN(c3ncccn3)CC2)cc1
-10	-7	-1.3	CS(=O)(=O)N1N=C(c2ccco2)CC1c1ccccc1 (stereo not given)
7	-9	-3.7	Cc1onc(-c2c(F)cccc2Cl)c1C(=O)ONC(=O)c1ccccc1
31	-19	-0.1	O=C(O)C1C2C=CC3(CN(Cc4ccncc4)C(=O)C13)O2 (stereo not given)
15	-56	-0.1	Cc1nc(/C(N)=N/OC(=O)c2c(-c3ccccc3Cl)noc2C)cs1
45	-27	0.3	COc1ccc(-c2cc(C(F)(F)F)nc(SCCC(=O)NCc3ccco3)n2)cc1
43	-14	2.3	COc1ccc(-c2nc(-c3ccccc3)no2)c(OC)c1
31	-29	0.0	COc1ccc(OC)c2[nH]c(=O)c(CCNC(=O)COc3ccccc3)cc12
12	-25	-0.8	COc1ccccc1NC(=O)C/C(C)=N/NC(=O)COc1c(Br)cc(Br)cc1OC
5	-11	-0.8	COc1cnc(-c2ccccn2)nc1Sc1cccc(Cl)c1
49	-9	-0.6	CCc1nccn1S(=O)(=O)c1cccc([N+](=O)[O-])c1
4	4	-0.2	CC(C)(C)C(=O)Nc1ccc(-c2cn3cccnc3n2)cc1
12	-17	1.8	O=C(CSc1n[nH]c(-c2ccccc2)n1)Nc1ncccn1
13	-5	-0.3	COc1ccc(C2COC(=O)C2=N)c(NC(=O)c2ccccc2)c1 (stereo not given)
10	-20	0.4	COc1ccc(OC)c(NC(=O)CSc2nnc(Cn3nnc4ccccc43)n2C)c1
11	-13	-1.5	O=S(=O)(NC(=S)NC1CCCCC1)c1ccc(Cl)cc1
40	-20	-0.9	O=C(COc1ccc(Cl)cc1Cl)NN1C(=O)C2C3C=CC(C3)C2C1=O (stereo not given)
24	-21	-2.8	O=C(CC1SC(=Nc2cccc3ccccc23)N(Cc2ccccn2)C1=O)Nc1ccccc1Br (stereo not given)
8	0	-0.3	COc1ccc(/C=C(\C#N)C(=O)N=CN(C)C)cc1
16	0	-0.6	Cc1nn(C)c(Oc2cccc(Cl)c2)c1C(=O)O
3	-12	-1.2	CCCCN1CC(C(=O)NC2CCCCC2)CC1=O (stereo not given)
7	-13	0.4	C/C(=N/NC(=O)CNC(=O)c1cccnc1)c1ccccc1
4	-32	-0.3	O=C(COc1ccc(Cl)cc1Cl)NCCC1=CCCCC1
8	-15	-1.5	COc1ccc(S(=O)(=O)N(C)CC(=O)NC2CCCCC2)cc1OC

# Of the compounds above, these contain a tert-butyl group.
OX1R antag-2	OX1R antag-1	STK33 kinase inh	SMILES
22	-8	0.0	Cc1cc(C)n(-c2nc(NC(C)(C)C)nc(NC(C)(C)C)n2)n1
4	4	-0.2	CC(C)(C)C(=O)Nc1ccc(-c2cn3cccnc3n2)cc1

# Given as tab-separated lines: entries from further up
mol	OX1R antag-2	OX1R antag-1	STK33 kinase inh
COc1ccc(-c2nc(-c3ccccc3)no2)c(OC)c1	43	-14	2.3
COc1ccc(OC)c2[nH]c(=O)c(CCNC(=O)COc3ccccc3)cc12	31	-29	0.0

# The results go on:
OX1R antag-2	OX1R antag-1	STK33 kinase inh	SMILES
18	-22	1.8	CN(C)CCNC(=O)/C(=C/c1ccc(-c2ccc(Cl)cc2Cl)o1)NC(=O)c1ccccc1
3	-23	x	Cc1ccc(C)c(N2CCN(C(=O)c3ccc4c(=O)n5c(nc4c3)CCCCC5)CC2)c1
16	-11	-1.8	CCOC(=O)c1nnn(CC(=O)NC(=O)Nc2ccc(F)cc2)c1C(=O)OCC
26	-28	1.7	COc1cccc(-c2cc(C(=O)N3CCCc4ccccc43)no2)c1
9	-13	-0.8	COc1cccc(NC(=O)CN(C)C(C)C(=O)N2CCCC2)c1 (stereo not given)
11	6	-2.4	O=C(CSc1nc2nn(-c3ccccc3)c(=O)c-2c2n1CCCCC2)Nc1cccc(F)c1
16	-10	-0.5	Cc1occc1C(=O)Nc1cccc(C(=O)O)c1
10	-8	0.0	CC(=O)Nc1ccc(S(=O)(=O)NCC(=O)OCC(=O)NC23CC4CC(CC(C4)C2)C3)cc1
8&20&22	-7&10&29	20&16	CN1CCc2cccc3c2[C@H]1Cc1ccc(O)c(O)c1-3
24	-31	0.1	COc1ccccc1C(=O)Nc1ccnn1C1CCN(C2CCSCC2)CC1
11	-13	-1.5	COc1ccc([C@@]2(C(C)C)ON(c3ccccc3C(F)(F)F)C2=O)cc1
6	-33	-0.2	CC1(C)Oc2ccc3ccc(=O)oc3c2/C(=C/O)C1=O
20	-15	0.3	Cc1cc(/C=N/NC(=O)c2cccs2)c(C)n1-c1ccccc1
23	-7	-0.2	COCCNc1nnnc2c1sc1nc(N3CCOCC3)c3c(c12)CC(C)(C)OC3
17	5	-0.9	O=C(O)c1ccc2c(=O)n(-c3ccc(F)c(Cl)c3)c(=S)[nH]c2c1
11	-17	-1.1	COC(=O)NCCOc1nc(N(C)C)nc(N(C)C)n1
18	-28	0.4	O=C(NCCCN1CCOCC1)c1ccc(Sc2cccc(Cl)c2)c([N+](=O)[O-])c1
24	-17	-4.3	Cc1cc(C#N)c(C)n1-c1cc(S(=O)(=O)N2CCOCC2)ccc1N1CCCC1
42	-7	-0.6	CCCc1ccc(-c2c(C)sc(N)c2C#N)cc1
1	-31	-0.5	CCn1c(COc2ccccc2)nnc1SCC(=O)CC(=O)Nc1ccccc1OC
11	-6	0.2	O=C(COC(=O)c1cncc(Br)c1)Nc1nnc(-c2ccccc2)o1
-5	-21	-0.9	CN(c1ncc(C(F)(F)F)cc1Cl)N1C(=O)C2ONC3(C(=O)CC(C)(C)CC3=O)C2C1=O (stereo not given)
2	-17	1.2	Cc1c(C(=O)N2CCN(C(c3ccccc3)c3ccccc3)CC2)oc2ccccc12
16	13	x	C=CCNc1oc(-c2ccc(Cl)cc2)nc1C#N
32	-6	0.1	Cc1nsc(Nc2ccc([N+](=O)[O-])cc2)c1C#N
26	-20	-0.7	CC12c3ccccc3C(c3ccccc31)C1C(=O)N(c3ccncc3)C(=O)C12 (stereo not given)
6	-18	-0.5	COC(=O)c1[nH]c2cc(OC)ccc2c1NC(=O)CCN1CCSCC1
12	-24	0.0	CCn1cc(C(=O)N2CCN(C3CCCCC3)CC2)c2cc(OC)c(OC)cc2c1=O
3	-22	-0.8	COc1cccc(CCc2nnc(CCC(=O)NC(C)c3c(C)nn(C)c3C)o2)c1 (stereo not given)
-7	-22	-1.3	Cc1ccc(-c2csc(N3CCC(C(N)=O)(N4CCCCC4)CC3)n2)cc1
12	-12	-1.8	CCOC(=O)c1c(NC(=O)CSc2nnc(CNC(=O)c3ccco3)n2C)sc2c1CCC2
16	-9	0.7	Cn1c(SCCCC(=O)c2ccc(F)cc2)nnc1-c1ccncc1
17	-26	-0.8	Cc1ccc(SCC(=O)NC2CCCCCC2)cc1
11	-26	2.0	Cc1ccc(N(C(=O)c2snc(C(N)=O)c2N)C(C(=O)NCC2CCCO2)c2c[nH]c3ccccc23)cc1 (stereo not given)
-6	-12	1.5	CCO[C@H]1OC(C(=O)N2CCN(Cc3ccc4c(c3)OCO4)CC2)=C[C@@H](C)[C@@H]1CCCO
25	-21	-1.7	COc1ccccc1CNC(=O)C1CC(c2cccc([N+](=O)[O-])c2)=NO1 (stereo not given)
7	-29	-0.2	S=c1[nH]nc(COc2ccc(Cl)cc2)n1Cc1ccccc1
8	-9	-2.1	CC(C)(C)NC(=S)N/N=C/c1cccnc1
17	-6	-0.8	Cc1ccc(S(=O)(=O)NCCc2nnc3ccc(SCC(=O)Nc4nc(C)cs4)nn23)cc1
-2	-7	-1.1	O=C(O)CCN(Cc1ccccc1)S(=O)(=O)c1c(Cl)cccc1Cl
-1	2	-0.3	CC(C)(CNC(=O)c1ccc(S(=O)(=O)Nc2ccc(Cl)cc2)cc1)N1CCOCC1
14	3	-1.1	Cn1c(O)c(N=Nc2ccc(F)cc2)c2ccccc21
25	-24	-1.5	CCOc1cc(/C=N/O)ccc1OCc1ccccc1F
6	-9	-0.7	C=CC[C@@H](CC(=O)N[C@H](CO)Cc1ccccc1)C(=O)N[C@@H](COC(=O)[C@@H](CC=C)CC(=O)OC(C)(C)C)Cc1c[nH]c2ccccc12
15	-14	-6.0	CCOC(=O)c1ccc(NC(=O)C2CC2)cc1
27	-9	-1.4	COc1ccccc1NS(=O)(=O)c1cc(NC(=O)C(C)C)ccc1N1CCCCC1
11	-34	-2.2	O=C(c1ccc2c(c1)N(Cc1ccc(F)cc1)CCS2)N1CCOCC1
11	-11	-2.4	Cc1nnc(NC(=O)COc2ccccc2)s1
12	-3	4.4	O=C(CCl)Nc1cccc2ncccc12
31	-16	1.1	COc1ccc(-c2cc(=O)oc3cc(OCC(=O)N(C)C)ccc23)cc1
19	-9	-1.8	Cc1ccc(S(=O)(=O)N2CCN(S(=O)(=O)N3CCCCC3)CC2)cc1C
-4	-3	-0.4	CCOc1nc2ccccc2nc1C
16	-10	-0.2	c1ccc(-c2ccccn2)nc1

# Full records as entered above.
# `COC(=O)c1ccc(CS(=O)(=O)c2ccccc2C)o1` as listed: OX1R antag-2: 0; OX1R antag-1: 2; STK33 kinase inh: -0.5
# `COC(=O)NCCOc1nc(N(C)C)nc(N(C)C)n1` as listed: OX1R antag-2: 11; OX1R antag-1: -17; STK33 kinase inh: -1.1
